Screens as filed in PubChem.
ADAM17 inh = ADAM17 inhibition, QFRET primary screen | P78536 | recombinant ADAM17, EDANS/DABCYL FRET peptide cleavage | inhibition, % at 6.95 µM | hit rate 0.83% among 370,000 | AID 720648;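 active = inhibition above the mean of compounds lying between control limits plus 3 SD, set per campaign, cut at about 8.5% in these data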;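 also: 0% = DMSO-only wells as the low control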
Target sequence (P78536 215-824 limits assumed): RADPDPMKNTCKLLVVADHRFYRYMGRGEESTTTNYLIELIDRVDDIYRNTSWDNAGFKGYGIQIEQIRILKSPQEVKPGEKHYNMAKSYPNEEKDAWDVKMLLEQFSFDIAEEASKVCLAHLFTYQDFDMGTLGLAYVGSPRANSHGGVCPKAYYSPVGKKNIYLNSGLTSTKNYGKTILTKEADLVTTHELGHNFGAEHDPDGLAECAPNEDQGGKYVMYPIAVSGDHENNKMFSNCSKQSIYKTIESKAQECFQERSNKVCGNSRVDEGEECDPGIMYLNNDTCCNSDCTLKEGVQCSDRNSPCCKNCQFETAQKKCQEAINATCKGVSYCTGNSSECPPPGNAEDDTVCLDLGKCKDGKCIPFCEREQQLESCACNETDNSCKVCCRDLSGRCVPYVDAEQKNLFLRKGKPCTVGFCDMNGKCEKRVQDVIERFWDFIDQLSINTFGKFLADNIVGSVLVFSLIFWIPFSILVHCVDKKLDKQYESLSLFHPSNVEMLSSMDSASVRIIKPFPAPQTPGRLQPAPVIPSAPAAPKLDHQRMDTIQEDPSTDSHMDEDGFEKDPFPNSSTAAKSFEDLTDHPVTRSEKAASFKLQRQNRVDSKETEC
Tn6 DDE FP = inhibitors of Tn6 peptide binding to human fibrin DD(E); P02675; Fibrin DD(E) TRITC-Tn6 fluorescence polarization displacement; inhibition, % at 8.3 µM; hit rate 0.21% among 370,000; AID 720509;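 active = inhibition above a per-campaign cutoff: mean of compounds within control limits plus 3 SD, cut at about 15% in these data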;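 also: 0% = median of all compound wells on the plate and 100% = blocking peptide control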
ASAP1 inh = inhibitors of human ASAP1 ArfGAP activity; hit rate 0.19% among 360,000; Q9ULH1; AID 624377; inhibition, % at 16.5 µM; ASAP1-stimulated ARF1 GTP hydrolysis, GDP FP detection; in the data active = inhibition above about 25%;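 also: 0% = vehicle with enzyme and substrate and 100% = no enzyme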
ARFGAP1 inh = inhibitors of rat ARFGAP1; hit rate 0.26% among 360,000; Arfgap1-stimulated ARF1 GTP hydrolysis, GDP FP detection; inhibition, % at 16.5 µM; Q62848; AID 651572;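 active = inhibition above a per-plate limit, mean inhibition of low control wells plus 3 SD, cut at about 25% in these data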;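 also: 0% = DMSO wells with enzyme and 100% = wells lacking Arfgap1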
Target sequence (Q62848 1-136 limits assumed): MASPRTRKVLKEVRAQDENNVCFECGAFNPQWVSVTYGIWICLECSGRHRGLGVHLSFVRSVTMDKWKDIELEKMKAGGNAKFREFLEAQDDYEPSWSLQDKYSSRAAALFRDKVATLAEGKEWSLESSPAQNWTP
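System: truncated rat Arfgap1 GAP domain / Benchmarks: high control wells lacking Arfgap1, low control full reaction with DMSO / Times: compound-enzyme preincubation 20 min, reaction 120 min, detection 60 min, 25 °C / Repeats: one replicate per compound / Also added: human ARF1(Δ1-17)-GTP substrate / Measured by: Tracer-displacement fluorescence polarization with EDTA stop, 620/688 nm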
proKLK7 act = activators of human kallikrein-7 zymogen; purified proKLK7, EDANS-DABCYL substrate fluorescence; 100% is mature enzyme control, 0% vehicle; P49862; activation, % at 7 µM; hit rate 0.9% among 370,000; AID 652039;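 active = activation above the mean of all tested compounds plus 3 SD, computed per campaign excluding outliers beyond control limits, cut at about 13% in these data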
Target sequence (P49862 whole entry, looked up): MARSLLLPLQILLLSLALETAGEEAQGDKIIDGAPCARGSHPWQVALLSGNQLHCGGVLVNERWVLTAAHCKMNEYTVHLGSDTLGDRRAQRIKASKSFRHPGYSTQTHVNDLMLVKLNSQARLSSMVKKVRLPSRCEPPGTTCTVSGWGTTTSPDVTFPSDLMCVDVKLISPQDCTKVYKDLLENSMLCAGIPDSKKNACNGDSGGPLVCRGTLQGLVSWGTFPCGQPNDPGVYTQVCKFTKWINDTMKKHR
DDE Tn7 FP inh = DD(E)-Tn7 binding inhibition, primary FP screen. P02675. FP displacement of FITC-Tn7 peptide from fibrin DD(E); 0% = median of compound wells per plate. inhibition, % at 8.3 µM. hit rate 0.13% among 370,000;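 active = inhibition above the mean of compounds falling within the control limits plus 3 SD of them, cut at about 14% in these data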;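 also: 0% = plate median of compound wells and 100% = 10 µM Aha-Tn7 peptide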
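system = human fibrin DD(E) protein | quantity = DD(E) 2 µM final | medium = Tris/NaCl/CaCl2 buffer, pH 7.8 | also added = labelled Tn7 tracer, 0.1 µM | compound dosing = single point at 8.3 µM | timing = compound with protein 10 min, then 3 h after probe, room temperature | signal = FP measurement | benchmarks = Aha-Tn7 high control | repeats = one replicate per compound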
PLC-gamma1 inh = blocks human PLC-gamma1 enzyme activity; purified PLC-gamma1, fluorogenic substrate, fluorescence; inhibition, % at 12.2 µM; hit rate 0.84% among 370,000; AID 720700; in the data active = inhibition above about 9.5%
LEDGF integ inh = blocks HIV-1 LEDGF/p75-dependent DNA integration; TR-FRET IN-LEDGF/p75 DNA integration, Eu/Cy5; inhibition, % at 3.7 µM; hit rate 0.64% among 370,000; AID 743269;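 active = inhibition above the screen-wide mean plus 3 SD, cut at about 13% in these data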;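 also: signal is the Cy5 over europium emission ratio at 671 and 618 nm; 0% = plate median of compound wells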
ADAM10 inh = inhibitors of human ADAM10 | O14672 | recombinant ADAM10, EDANS/DABCYL FRET peptide cleavage, 3 h | inhibition, % at 7 µM | hit rate 0.62% among 370,000;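 active = inhibition above a per-campaign cutoff equal to the mean of compounds falling between control-based bounds plus 3 SD, cut at about 20% in these data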;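 also: 0% = DMSO wells while the 100% control is not disclosed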
TDP2 absorb = TDP2 (human) inhibition, absorbance primary screen | recombinant TDP2, T5PNP hydrolysis, p-nitrophenol absorbance 415 nm | inhibition, % at 12.8 µM | hit rate 0.34% among 370,000 | AID 720702;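 active = inhibition above the mean of all tested compounds plus 3 SD, set per campaign, cut at about 25% in these data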;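 also: 0% = DMSO with enzyme and 100% = buffer with substrate but no TDP2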
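System: recombinant human TDP2 / Amount: 120 nM TDP2 per well / Also added: 5 mM T5PNP chromogenic substrate / Doses: 12.8 µM single point, 1% DMSO / Incubation: 2 h at 37 °C / Detection: p-Nitrophenol epi absorbance / Evaluation: % inhibition relative to enzyme-containing and enzyme-free wells / Repeats: singlicate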
* = called active by the depositor; / = not tested or not shown.

entry	mol	TDP2 absorb	LEDGF integ inh	DDE Tn7 FP inh	Tn6 DDE FP	ADAM17 inh	ADAM10 inh	PLC-gamma1 inh	ARFGAP1 inh	proKLK7 act	ASAP1 inh
1	C/C=C(\C)C(=O)Nc1cccc(C2=NOC3(C2)C[C@H](C(N)=O)N(C(=O)CC#N)C3)c1 (some centres not stated)	0	4	-1	-3	-6	-15	5	13	-0.3	6
2	O=C(CSc1ncnc2ccccc12)Nc1ccc2c(c1)OCCO2	-7	0	1	0	-5	-1	3	12	0.0	11
3	NC(=O)C1CCN(C(=O)COCc2cc(-c3ccc4c(c3)OCO4)on2)CC1	-13	1	1	-2	-7	-5	3	1	0.0	3
4	COC(=O)[C@]12C[C@H](CC(=O)NCc3ccc(OC)c(OC)c3)C(=O)N(CCC3=CCCCC3)C1=C[C@H](COCc1ccccc1)O[C@@H]2C	-3	-3	5	9	2	13	-1	2	-0.3	-3
5	Nn1c(COc2ccccc2F)nnc1SCC(=O)NC1CCCCC1	2	2	-4	-5	0	-5	0	-7	-0.6	-17
6	CC(=O)NCc1ccc(C(=O)O)cc1	7	0	-3	-9	-7	-6	-1	-10	-0.5	8
7	O=C(CSc1ncnc2[nH]ncc12)Nc1cccc(Oc2ccccc2)c1	17	-2	1	0	1	10	-3	5	-0.9	-3
8	CCCCn1nnnc1C(c1cc2ccccc2o1)N1CCN(c2ncccc2C#N)CC1 (configuration not stated)	-8	-1	5	1	4	-4	-11	21	0.2	-13
9	COC(=O)c1ccc(OCCN2CCCCCC2)cc1	-4	-2	1	3	1	4	5	-10	-1.7	7
10	COc1cc(C2Nc3cccc4cccc(c34)N2)cc(OC)c1O	1	-2	-6	-8	2	-7	-3	21	-0.3	10
11	CC(C)NC(=O)C1(C)CCN1C(=O)Cc1ccc(-c2ccccc2)cc1 (configuration not stated)	12	-2	5	-8	-4	-15	0	3	-0.3	5
12	O=C(c1cc(COc2c(F)cccc2F)on1)N1CCN(C2CCCCC2)C(=O)C1	6	-1	10	7	-3	0	-1	-7	0.3	7
13	CC(=O)c1ccccc1OCC(O)CNC1CCCC1 (configuration not stated)	-2	0	-6	-6	6	-8	3	10	-0.2	-6
14	C/C=C/C(=O)N1CCC(C(=O)NCC2COc3ccccc3O2)CC1 (configuration not stated)	-2	-2	0	2	2	8	3	/	0.2	/
15	CC1(C(=O)NS(=O)(=O)c2ccc(Cl)s2)CCN1C(=O)CCc1ccccc1 (configuration not stated)	1	2	0	1	-3	-6	-6	-8	-0.4	4
16	COc1cccc(C2C(C#N)=C(N)N(c3ncn[nH]3)C3=C2C(=O)CCC3)c1 (configuration not stated)	5	-4	7	4	-4	-9	-5	5	-1.2	-10
17	CCOC(=O)[C@H]1[C@H]2COc3ccc(C)cc3[C@@H]2N2C(=O)CN(Cc3ccco3)C(=O)[C@@]12C	5	3	-2	1	-7	-4	-1	-8	0.6	-10
18	CC1CCCN(C(=O)CN2CCN(C(=O)c3ccco3)CC2)C1 (configuration not stated)	-1	-1	3	14	-5	-4	-4	-9	0.3	-10
19	O=C1CC(c2ccccc2)C(C(=O)Nc2ccccc2F)N1 (configuration not stated)	5	2	-1	-1	1	2	4	-3	0.1	-7
20	Cn1c(N)c(C(=O)COC(=O)CSc2cccc3cccc(Cl)c23)c(=O)n(C)c1=O	-4	-3	1	-6	-5	-3	-3	3	-0.1	17
21	CC(C)CCN(C(=O)c1csnn1)C(C(=O)NC1CCCC1)c1ccccc1 (configuration not stated)	-13	-5	0	6	2	-2	-2	9	0.7	-2
22	CC1CCCN(C(=O)Cn2cnc3c2c(=O)n(C)c(=O)n3C)C1 (configuration not stated)	-11	1	-8	2	-1	-1	3	15	0.9	-12
23	Cc1cc(OCC(=O)Nc2cccnc2)c2c(C)c(C)c(=O)oc2c1	8	0	1	-1	-19	-50	-20	29*	2.2	20
24	O=C(COC(=O)/C=C/c1ccc(F)cc1)NCc1ccco1	-6	1	-2	0	0	8	3	14	0.4	5
25	Cc1ccc(CNC(=O)Cn2cnc(S(=O)(=O)N3CCC(C)CC3)c2)o1	4	3	2	-2	1	1	2	2	0.2	1
26	CC(=O)Nc1nnc(C)s1	1	0	2	2	-4	4	0	-3	0.3	-22
27	CCCCNc1c(-c2ccc(-c3cccc(Cl)c3)cc2)nc2ccc(Cl)cn12	0	1	-2	1	-7	-24	-248	16	-1.3	-4
28	COC(=O)c1ccc(N2CCN(C)CC2)c(NC(=O)c2sc3ccccc3c2Cl)c1	-9	1	-7	-3	1	0	-5	5	0.1	10
29	COc1cc(Br)cc2cc(C(=O)OC3CCN(C)CC3)c(=O)oc12	-1	-1	3	1	-2	7	-7	2	-0.5	-7
30	Cc1ccc(C(OC(=O)c2ccco2)C(=O)NCc2cccs2)cc1 (configuration not stated)	-1	-1	-5	-5	-2	-6	3	3	0.1	-2

Taken from above.
For DDE Tn7 FP inh, cpd 26 shows 2
For proKLK7 act, cpd 28 shows 0.1

Record cards (already shown).
COC(=O)[C@]12C[C@H](CC(=O)NCc3ccc(OC)c(OC)c3)C(=O)N(CCC3=CCCCC3)C1=C[C@H](COCc1ccccc1)O[C@@H]2C reads TDP2 absorb: -3; LEDGF integ inh: -3; DDE Tn7 FP inh: 5; Tn6 DDE FP: 9; ADAM17 inh: 2; ADAM10 inh: 13; PLC-gamma1 inh: -1; ARFGAP1 inh: 2; proKLK7 act: -0.3; ASAP1 inh: -3
CC1(C(=O)NS(=O)(=O)c2ccc(Cl)s2)CCN1C(=O)CCc1ccccc1 (configuration not stated) reads TDP2 absorb: 1; LEDGF integ inh: 2; DDE Tn7 FP inh: 0; Tn6 DDE FP: 1; ADAM17 inh: -3; ADAM10 inh: -6; PLC-gamma1 inh: -6; ARFGAP1 inh: -8; proKLK7 act: -0.4; ASAP1 inh: 4

Continued:
entry	mol	TDP2 absorb	LEDGF integ inh	DDE Tn7 FP inh	Tn6 DDE FP	ADAM17 inh	ADAM10 inh	PLC-gamma1 inh	ARFGAP1 inh	proKLK7 act	ASAP1 inh
31	CC(=O)Nc1ccc(S(=O)(=O)N(C)CC(=O)OCC(=O)NNC(=O)c2ccccc2F)cc1	-9	0	-1	-6	-4	-1	2	-8	-0.3	-3
32	Cn1nccc1C(=O)NC1CCN(Cc2ccccc2)CC1	1	0	1	-4	-5	10	3	6	0.3	-6
33	Cc1ccc2cc(CN(CC3CCCO3)C(=O)NC3CCCCC3)c(=O)[nH]c2c1C (configuration not stated)	6	0	9	2	-5	-10	1	-10	0.1	6
34	CCOc1ccc(/C=N/OCC(=O)Nc2ccc3c(c2)OCO3)cc1	0	2	4	-1	3	6	-2	-8	0.2	-9
35	CCOC(=O)c1ccccc1Oc1c(F)c(F)nc(NCCO)c1F	-12	2	-12	1	4	5	8	1	-0.4	17
36	O=c1c2cnn(-c3ccc(F)cc3)c2ncn1Cc1ccccc1	5	-2	-2	9	-1	-1	1	9	-0.1	6
37	CCNC(=O)NC(=O)COC(=O)CCCc1nc2ccccc2s1	6	-3	-4	2	-1	-6	3	-7	0.0	-8
38	CCC(C)(C)n1nnnc1C(c1cc2cc(C)cc(C)c2[nH]c1=O)N1CCCC1 (configuration not stated)	1	0	-7	-9	-33	-108	-51	8	-0.1	-1
39	O=C(C1CCN(S(=O)(=O)c2cnc[nH]2)CC1)N1CCN(c2ncccn2)CC1	-2	0	-5	4	-8	-18	-7	-2	-0.1	9
40	N#Cc1cc(C(=O)c2cc(Br)ccc2O)cn(Cc2ccccc2)c1=O	2	0	-3	3	-4	-10	-2	-13	0.1	4
41	CCNC(=O)c1c(NC(C)=O)sc2c1CCCC2	6	-3	12	6	0	-9	2	7	-0.5	-10
42	Cc1ccc(-c2noc(CCCc3ccccc3)n2)cc1	-8	0	3	-4	3	5	6	-5	-0.6	8
43	O=C1C=CN(C(=O)Oc2ccccc2)CC1	4	-2	12	-2	2	-6	0	-4	-0.1	6
44	CCCCCCN1CCS(=O)(=O)N(Cc2ccc(C(F)(F)F)cc2)C(C(=O)OC)C1 (configuration not stated)	0	-3	-8	-2	5	11	-2	/	0.5	/
45	Cc1ccc(/C=N/n2cc(-c3ccccc3)[nH]c2=S)s1	-1	-5	0	-7	-4	-19	-86	-4	0.7	8
46	C=CCNCCOc1ccccc1-c1ccccc1	-14	2	-7	6	3	-4	6	-10	0.2	-6
47	Cc1ccc(C(=O)N2CCN(c3ccc(NC(=S)NC(=O)c4cccs4)cc3)CC2)cc1	4	-2	0	-1	0	-6	-3	-3	0.1	15
48	COc1ccc(CCNC(=O)CCC(=O)Nc2nnc(C(C)C)s2)cc1OC	3	-1	0	-8	-2	-8	2	1	0.4	0
49	ON(CCc1ccncc1)Cc1ccccc1	6	1	-5	3	-8	-8	-6	5	0.1	10
50	N#CC(C(=O)C1CCCCC1)c1nc2ccccc2[nH]1 (configuration not stated)	14	5	6	4	1	3	-2	-4	0.9	-8
51	CCC(Sc1nncn1C)C(=O)Nc1nnc(-c2ccc(Cl)cc2)s1 (configuration not stated)	9	0	0	6	-3	-2	3	5	-0.2	-9
52	COc1ccc(/C=N/NC(=S)NCc2ccccc2)cc1OC	-3	-4	0	5	5	-10	4	0	-0.1	-3
53	CC(C)CCCCCCNC(=S)Nc1ccc(S(=O)(=O)N2CCOCC2)cc1	2	-4	0	-15	9.0*	16	0	4	-0.4	0
54	COc1ccccc1OCC(=O)OCn1c(SC)nnc(C)c1=O	-14	-8	3	-1	-2	1	4	26*	-0.1	-3
